Assay outcomes deposited in PubChem BioAssay by several laboratories.
PolyA inh: polyadenylation inhibitors in yeast reporter cells, primary screen, luminescence, S. cerevisiae | 300,000 compounds, 0.02% hits | S. cerevisiae SKY197-pL101 polyadenylation reporter, beta-gal luminescence; efflux-impaired pdr1/pdr3 knockout yeast; score 100 = 6 SD above DMSO | calls only at 12 µM;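 active means lowest replicate activity score at least 50, where 100 means six control SD above control mean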;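 further: yeast exposed to compound for 9 h at 30 °C; higher score means more reporter readthrough which indicates perturbed polyadenylation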
KCNQ1 act: potentiators or activators of KCNQ1 channel, primary screen, cell-based, thallium flux, high-throughput; B-score at 10 µM; CHO-K1 KCNQ1, thallium flux FluxOR fluorescence; stronger effect = higher value; 310,000 compounds, 0.35% hits; AID 2648, 2010;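 active means fluorescence ratio B-score, a plate-corrected score, at least three library SD, with initial intensity B-score within 5 SD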
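Assay system: stable KCNQ1 CHO-K1 line; medium: assay buffer, equal DMSO in all wells; timing: 90 min dye loading and 20 min compound exposure, both at room temperature; technique: kinetic FluxOR thallium fluorescence, 10-s 1-Hz baseline, 110-s post-stimulus read; read-out basis: B score of baseline-normalized fluorescence ratio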
hERG rescue: hERG rescue from dofetilide block, primary screen, cell-based, CHO-hERG, FluxOR thallium flux, dofetilide IC70; dofetilide IC70 present; activation (rescue from dofetilide block), less the hit threshold, % at 10 µM; 310,000 compounds, 0.51% hits;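 active means activation above the mean of controls blocked by dofetilide plus 5 SD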;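 further: thallium influx through hERG after potassium depolarization seen as dye fluorescence rise; in these data hits start at about 4.7%; inactives centre near -7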
KCNK3 inh: human KCNK3 channel inhibitors, primary screen, CHO cells, FluxOR thallium flux, B-score. FluxOR fluorescence; stronger effect = lower value. B-score at 10 µM. 340,000 compounds, 0.84% hits. AID 602410, 2012;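 active means B-score under library mean minus 4 SD, starting fluorescence ratio at most library mean plus 5 SD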;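 further: more negative B-score means stronger inhibition of thallium flux through KCNK3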
GSK3A inh: blockers of GSK3A enzyme activity – biochemical, luminescence, cell-free homogeneous, HTS, primary screen | 320,000 compounds, 0.1% hits | inhibition, % at 10 µM | AID 2650, 2010 | Glycogen synthase kinase-3 alpha (Homo sapiens), P49840 | GSK-3 alpha kinase, ADP-Glo luminescence, 60 min;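 in the data active means inhibition above about 50%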;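 further: GST-tagged GSK-3 alpha with peptide substrate and 25 µM ATP; 0% = DMSO neutral wells and 100% = GW8510 positive control wells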
Target sequence (P49840 whole entry, looked up): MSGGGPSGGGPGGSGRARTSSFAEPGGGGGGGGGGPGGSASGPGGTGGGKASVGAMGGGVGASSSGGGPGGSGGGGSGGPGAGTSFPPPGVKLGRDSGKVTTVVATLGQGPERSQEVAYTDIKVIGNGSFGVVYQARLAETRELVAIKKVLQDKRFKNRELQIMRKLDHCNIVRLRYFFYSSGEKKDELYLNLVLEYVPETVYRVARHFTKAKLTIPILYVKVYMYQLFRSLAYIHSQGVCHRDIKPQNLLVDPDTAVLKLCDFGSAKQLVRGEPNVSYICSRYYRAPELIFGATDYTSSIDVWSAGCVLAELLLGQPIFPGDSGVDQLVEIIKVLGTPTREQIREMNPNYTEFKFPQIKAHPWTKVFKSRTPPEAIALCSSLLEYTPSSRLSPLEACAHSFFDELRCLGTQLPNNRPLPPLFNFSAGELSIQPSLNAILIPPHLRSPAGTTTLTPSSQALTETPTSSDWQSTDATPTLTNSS
RGS4 pot: RGS4 potentiators or activators, primary screen, cell-based, HEK293 M3R inducible RGS4, calcium flux; AID 463111, 2010; B-score at 10 µM; 310,000 compounds, 0.92% hits; carbachol calcium flux Fluo4; stronger effect = lower value;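 active means B-score of the integrated calcium signal more than 4 SD below the library mean, with starting fluorescence not abnormally high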;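 further: negative B-score means reduced calcium response which marks RGS4 activation or potentiation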
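test system = HEK293 cells with stable M3R and inducible RGS4 | schedule = recording 10 s baseline at 1 Hz, 100 s post-agonist | technique = Fluo4-AM (2 µM) calcium-flux fluorescence, kinetic read | measure = Agonist-evoked peak-minus-minimum fluorescence over baseline, integrated ratio, B score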
RGS4 inh: RGS4 inhibitors, primary screen, cell-based, HEK293 M3R inducible RGS4, calcium flux | AID 463165, 2010 | Regulator of G-protein signaling 4 (Homo sapiens), P49798 | B-score at 10 µM | 310,000 compounds, 0.45% hits | Fluo-4 calcium flux; stronger effect = higher value; triggered by carbachol at its EC20;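 active means B-score, a plate-corrected calcium signal, over three deviations above library mean, with baseline fluorescence within five deviations of library mean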;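 further: RGS4 expression induced by doxycycline in cells with stable M3 receptor; B-score is computed from the integrated fluorescence ratio over baseline after carbachol; higher B-score means a larger calcium signal and so more RGS4 inhibition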
KCNK9 block: KCNK9 potassium channel inhibitors, primary screen, HEK293 cells, thallium flux; Potassium channel subfamily K member 9 (Homo sapiens), Q9NPC2; FluxOR thallium flux fluorescence; stronger effect = lower value; B-score at 10 µM; 310,000 compounds, 1.2% hits; AID 488922, 2010;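 active means ratio B-score over 3 SD below the library mean, with starting fluorescence within 5 SD of its mean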;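 further: negative B-score means less thallium flux so channel inhibition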
KCNQ1 inh: inhibitors of human KCNQ1 channel, primary screen, cell-based, thallium flux, high-throughput; Potassium voltage-gated channel subfamily KQT member 1 (Homo sapiens), P51787; 310,000 compounds, 1.3% hits; CHO-K1 KCNQ1, FluxOR thallium flux fluorescence; stronger effect = higher value; B-score at 10 µM; AID 2642, 2010;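 active means compounds whose thallium flux B-score, printed positive for inhibition, exceeds three library SD while starting fluorescence stays within three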;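 further: channel opened by potassium depolarization with thallium stimulus after 20 min compound exposure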
DYRK1A inh: rat Dyrk1A kinase inhibitors, primary screen, biochemical, single point, plate reader. Dual specificity tyrosine-phosphorylation-regulated kinase 1A (Rattus norvegicus), Q63470. ADP-Glo luminescence, NFATc1 peptide. inhibition, % at 12.5 µM. 310,000 compounds, 0.43% hits; in the data active means inhibition above about 50%;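 further: plate controls were vehicle with enzyme for no effect and no enzyme for full effect; many of its hits are not listed in these tables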
GSK3B inh: human GSK3beta kinase inhibitors, primary screen, biochemical, cell-free homogeneous, HTS | GST-GSK3beta kinase, ADP-Glo luminescence, 60 min; stronger effect = lower value | activity score (negative = inhibition), % at 10 µM | 300,000 compounds, 0.038% hits | AID 2097, 2009;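 active means more than half of replicate wells score below -50%, meaning over 50% inhibition versus plate controls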;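 further: 0% = median DMSO wells and -100% = median GW8510 positive control wells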
Target sequence (P49841 whole entry, looked up): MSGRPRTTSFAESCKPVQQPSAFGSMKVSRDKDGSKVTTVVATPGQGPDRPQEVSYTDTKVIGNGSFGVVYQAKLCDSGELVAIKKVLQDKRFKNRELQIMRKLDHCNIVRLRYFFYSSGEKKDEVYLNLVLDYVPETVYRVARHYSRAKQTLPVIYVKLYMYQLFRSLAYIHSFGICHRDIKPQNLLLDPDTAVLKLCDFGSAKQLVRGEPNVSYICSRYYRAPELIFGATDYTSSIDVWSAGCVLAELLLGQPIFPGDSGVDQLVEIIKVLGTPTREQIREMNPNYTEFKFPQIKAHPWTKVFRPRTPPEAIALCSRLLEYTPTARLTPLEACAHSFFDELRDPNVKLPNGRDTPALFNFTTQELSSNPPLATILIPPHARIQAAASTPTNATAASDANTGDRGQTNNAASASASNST
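Test system: GST-tagged human GSK3beta kinase, cell-free; evaluation: activity score scaled between in-plate DMSO and GW8510 controls; measured by: ADP-Glo luminescence; incubation: 60 min reaction, RT; benchmarks: DMSO and 20 µM GW8510; reagent: peptide substrate plus 25 µM ATP (final); medium: Tris/MgCl2 kinase buffer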
Active calls of the source: *; i = inactive; nt = not tested or not shown. An excerpt (hit frequency here may not be typical).

SMILES	PolyA inh	KCNQ1 act	hERG rescue	KCNK3 inh	GSK3A inh	RGS4 pot	RGS4 inh	KCNK9 block	KCNQ1 inh	DYRK1A inh	GSK3B inh
COc1ccc(Cl)cc1NC(=O)CN(C)C(=O)c1ccc(N2CCCCCC2)c([N+](=O)[O-])c1	i	i	-16.6	-11.8*	-0.8	i	i	i	i	nt	0.8
COc1cccc(NC(=O)CC2COc3ccccc3O2)c1 (stereo not drawn)	i	i	-3.8	i	-0.3	i	i	i	i	2.8	-2.5
Cn1c(C(=O)NCCc2ccsc2)cc2c(=O)n(C)c3ccccc3c21	i	i	-12.4	i	-0.7	i	i	i	i	7.8	1.9
CCOC(=O)/C(C#N)=C1\SS/C(=C(/C#N)C(=O)OCC)S1	i	i	-11.2	nt	3.2	i	i	i	i	nt	3.4
S=c1[nH]nc(-c2ccc(Cl)cc2Cl)n1-c1ccc2c(c1)OCCO2	i	i	-3.7	i	0.7	i	i	i	i	nt	4.0
CCn1c(=O)c2c(nc(SCC(=O)NC3CCCC3)n2C)n(C)c1=O	i	i	-7.9	i	0.0	i	i	i	i	2.9	-1.9
CCOc1cc(C)c(S(=O)(=O)NCc2ccccn2)cc1C	i	i	-6.5	i	-2.3	i	i	i	i	4.6	-0.4
COCC(=O)N1CCC(Oc2ccc(C(=O)NCCc3ccncc3)cc2)CC1	i	i	0.9	i	-1.2	i	i	i	i	-1.0	-1.0
CCCCc1nc(NCCN)c(C#N)c2c1CSC(C)(C)C2	i	i	-3.6	i	-0.1	i	i	i	i	-0.5	-2.4
C/C(=N\NC(=S)Nc1ccccc1)C1Cc2ccccc2C(=O)O1 (stereo not drawn)	i	i	-6.8	i	1.0	i	i	i	i	nt	2.2
CCCCNC(=O)C(=O)NCC1CCCN1S(=O)(=O)c1cccs1 (stereo not drawn)	i	i	-6.8	i	-3.3	i	i	i	i	-4.8	-1.2
Cn1nc(C(=O)Oc2cc(=O)n(C)c3ccccc23)c2ccccc2c1=O	i	i	-18.5	i	-2.6	i	i	i	i	2.6	-1.5
Cc1ccc(-c2csc3ncn(C(C)C(=O)O)c(=O)c23)cc1 (stereo not drawn)	i	i	-4.2	i	-3.1	i	i	i	i	-4.2	1.8
COCCN(CCOC)S(=O)(=O)c1ccc(C(=O)Nc2ccncc2)cc1	i	i	-6.6	i	1.2	i	i	i	i	-0.3	-2.7
CNCCC1Sc2ccccc2Oc2ccccc21 (stereo not drawn)	i	i	-5.5	i	2.0	i	i	i	i	-2.2	-12.6
COCCN(Cc1cc2cc(C)ccc2n2nnnc12)C(=S)Nc1cccc(C)c1	i	i	2.8	i	-1.3	i	i	i	i	1.8	-1.4
COc1ccc(NC(=O)CSc2nnc3n2CCCCC3)cc1	i	i	-1.0	i	-8.0	i	i	i	i	-7.5	-2.5
COC(CNC(=O)c1ccc(Cn2c(=S)[nH]c3cc4c(cc3c2=O)OCO4)cc1)OC	i	i	-13.2	i	3.1	i	i	i	i	1.7	0.6
CC(C)Cn1c(N)c(C(=O)COC(=O)[C@H](C)NC(=O)c2ccccc2Cl)c(=O)n(C)c1=O	i	i	-16.9	i	1.6	i	i	i	i	1.1	0.8
CSc1ccc(/C=C2\C(=N)N3N=C(CC(=O)N4CCCCC4)SC3=NC2=O)cc1	i	i	1.2	i	-3.5	i	i	i	i	-2.7	2.5
N#Cc1cccc(NC(=O)C2SC(=Nc3ccccc3)C(C(=O)N3CCOCC3)=C2N)c1 (stereo not drawn)	i	i	-5.4	i	-0.5	i	i	i	i	-1.6	2.9
COc1ccc(NC(=O)COC(=O)CCCC2=NS(=O)(=O)c3ccccc3N2)cc1	i	i	-6.0	i	0.2	i	i	i	i	16.7	-1.0
COc1ccc(OCCSc2nc3ccccc3n2CC(=O)O)cc1	i	i	-8.6	i	-8.8	i	i	i	i	-6.7	-2.5
CCC1CCc2c(sc(N)c2C(N)=O)C1 (stereo not drawn)	i	i	-5.1	i	6.3	i	i	i	i	3.8	0.6
Cn1ncc2c(N3CCN(c4ccccc4F)CC3)ncnc21	i	i	-4.1	i	2.7	i	i	i	i	2.3	-0.3
CCOC(=O)c1ccc(NC(=S)N(CCCN(CC)CC)Cc2ccco2)cc1	i	i	-13.2	i	-5.0	i	i	i	i	2.3	2.9
CCOc1ccc(-c2cc(N3C(=O)Nc4ccccc4N3O)n[nH]2)cc1	i	i	-1.9	i	-1.5	i	i	i	i	-5.9	3.6
CC(C)c1ccc(NC(=O)c2cccnc2)cc1	i	i	-4.7	i	0.0	i	i	i	i	0.5	-3.8
S=C(Nc1ccccc1)Nc1nc2ccccc2n1CCOc1ccc(Cl)cc1	i	i	-0.1	i	0.5	i	6.16*	i	i	1.0	0.2
O=C(NNS(=O)(=O)c1ccccc1F)c1cccc(S(=O)(=O)N2CCOCC2)c1	i	i	-2.9	i	0.1	i	i	i	i	-36.9	-1.1
Cc1cc(N2CCOCC2)ccc1/C=C1\SC(=O)N(C(C)C)C1=O	i	i	-13.2	i	-1.1	i	i	i	i	-10.3	1.0
CC(C)n1c(N2CCCC2)nc2c1c(=O)[nH]c(=O)n2C	i	i	-1.9	i	0.0	i	i	i	i	-0.3	-1.4
Cc1ccc(-n2c(SCc3nnc4n3CCC4)nnc2-c2ccccc2)cc1	i	i	-9.0	i	-1.1	i	i	i	i	5.5	2.1
Clc1ccccc1OCCCOc1cccc2cccnc12	i	i	-7.5	i	nt	i	i	i	i	-0.3	-0.6
Cc1cc(Nc2ccccc2)n(CCOC(=O)COc2ccccc2)n1	i	i	-6.0	i	-0.1	i	i	i	i	3.8	3.6
O=C(O)CN(c1ccc(F)cc1)S(=O)(=O)c1ccc2c(c1)OCCO2	i	i	-18.8	i	-9.2	i	i	i	i	1.5	1.6
COCCCNC(=O)c1ccc(N2CCOCC2)c(NS(=O)(=O)c2ccc(OC)cc2)c1	i	i	-6.1	i	0.5	i	i	i	i	0.0	6.5
COc1ccc(C(=O)NCc2cnn(C)c2C)cc1OC1CCN(C(C)C)CC1	i	i	-8.7	i	-3.0	i	i	i	i	-0.6	1.4
N#Cc1c(-c2ccco2)cc(C2CC2)nc1N	i	i	-11.8	i	0.2	i	4.98*	i	i	8.2	1.0
Cc1ccc(NC(Cc2cc(C)no2)c2ccccc2)cc1 (stereo not drawn)	i	i	-1.4	i	nt	i	i	i	i	4.5	-0.9
CCCOc1ccc(S(=O)(=O)NNC(=O)c2cc3ccccc3o2)cc1	i	i	-0.5	i	-3.7	i	i	i	i	5.5	4.2
COC(=O)C1=C(CS(=O)(=O)c2ccc(C)cc2)NC(=O)NC1c1ccc(OC)c(OC)c1 (stereo not drawn)	i	i	-7.6	i	-1.0	i	i	i	i	3.3	0.1
S=C(CN1CCCC1=S)NCCc1ccccc1	i	i	-6.2	i	-1.6	i	i	i	i	-2.7	-1.1
CCC(C)C(=O)Nc1nnc(CCc2ccccc2)s1 (stereo not drawn)	i	i	-0.3	i	nt	i	i	i	i	-2.2	-1.2
NC(=O)N=Nc1c(O)[nH]c2ccc([N+](=O)[O-])cc12	i	i	-13.0	i	-1.6	i	i	i	i	-2.6	1.5
O=C(Nc1cccc2ccccc12)c1cnsn1	i	i	-6.5	i	0.5	i	i	i	i	5.5	-0.1
NS(=O)(=O)c1cnccc1Nc1ccc(Cl)cc1	i	i	-2.6	i	1.0	i	i	i	i	-4.0	-4.1
CC(/C=C/c1ccccc1)=N\NC(=O)C1CC1(C)c1ccccc1 (stereo not drawn)	i	i	-20.9	i	1.9	i	i	i	9*	7.2	1.7

Random excerpt: 4 compounds from above, in no set order.
SMILES	PolyA inh	KCNQ1 act	hERG rescue	KCNK3 inh	GSK3A inh	RGS4 pot	RGS4 inh	KCNK9 block	KCNQ1 inh	DYRK1A inh	GSK3B inh
S=C(CN1CCCC1=S)NCCc1ccccc1	i	i	-6.2	i	-1.6	i	i	i	i	-2.7	-1.1
NS(=O)(=O)c1cnccc1Nc1ccc(Cl)cc1	i	i	-2.6	i	1.0	i	i	i	i	-4.0	-4.1
N#Cc1c(-c2ccco2)cc(C2CC2)nc1N	i	i	-11.8	i	0.2	i	4.98*	i	i	8.2	1.0
CCCOc1ccc(S(=O)(=O)NNC(=O)c2cc3ccccc3o2)cc1	i	i	-0.5	i	-3.7	i	i	i	i	5.5	4.2

Following part
SMILES	PolyA inh	KCNQ1 act	hERG rescue	KCNK3 inh	GSK3A inh	RGS4 pot	RGS4 inh	KCNK9 block	KCNQ1 inh	DYRK1A inh	GSK3B inh
COc1ccc(C(=O)Nc2ccccc2C(=O)NC(Cc2ccc(O)cc2)C(=O)NNC(=O)c2ccncc2)cc1 (stereo not drawn)	i	i	-8.4	i	0.5	i	i	i	i	6.4	2.0
O=c1[nH]c(=S)[nH]cc1S(=O)(=O)c1cccc(Cl)c1	i	i	-3.4	i	0.3	i	i	i	i	4.3	-0.4
COc1cccc(-c2nnc(N(C)C(=O)c3ccno3)s2)c1	i	i	-1.8	nt	nt	i	i	i	i	nt	-1.8
Cn1c(CNC(=O)c2ccccc2F)nnc1SCC(=O)N1CCN(c2ccccc2)CC1	nt	i	-6.0	i	-1.5	i	i	i	i	-1.5	-4.7
